Neddyl block – blocks human cullin neddylation. 0.58% of 360,000 active. TR-FRET cullin neddylation, biochemical. P61081+Q13564. calls only at 25 µM; in the data active means inhibition above about 36%
MsrA act – bovine methionine sulfoxide reductase A activation | purified bovine MsrA, absorbance read-out | activation, % at 10.6 µM | 0.3% of 360,000 active | AID 602163; in the data active means activation above about 7.5%;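 further: 0% = vehicle and 100% = reference activator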
Tb MetRS inh – blocks T. brucei methionyl-tRNA synthetase activity; purified T. brucei MetRS, ATP depletion, Kinase-Glo luminescence; inhibition, % at 11.9 µM; 0.4% of 360,000 active; AID 624268;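 active means inhibition above a per-plate cutoff of the control wells' mean inhibition plus 3 SD, cut at about 5.5% in these data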;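 further: 0% = DMSO wells median and 100% = median of wells with control inhibitor compound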
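Test system – parasite MetRS enzyme · Reagent – substrates ATP, L-methionine and bulk Escherichia coli tRNA · Doses – 11.9 µM compound single dose, 0.9% DMSO · Times – 15 min enzyme-compound preincubation, 2 h reaction, 10 min detection, 25 °C · Signal – Kinase-Glo luminescence, ATP depletion format · Controls – DMSO-only wells as low control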
FAS-TE inh – FAS thioesterase (human) inhibition | P49327 | recombinant FAS-TE, OMFH fluorogenic substrate, fluorescence endpoint | inhibition, % at 15 µM | 0.67% of 360,000 active;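 active means compounds whose normalised, plate-corrected inhibition of enzyme fluorescence in the single-dose primary screen is 50% or more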;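 further: 0% = DMSO with enzyme and 100% = substrate without enzyme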
MsrA inh – bovine MsrA inhibition; purified bovine MsrA, absorbance read-out; inhibition, % at 15.5 µM; 0.75% of 360,000 active; AID 651718; in the data active means inhibition above about 4.5%;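 further: 0% = vehicle wells with enzyme and 100% = reference inhibitor wells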
Rin1-Abl PPI inh – human Rin1-Abl interaction inhibition. P00519+Q13671. TR-FRET Rin1/Abl binding, biochemical. inhibition, % at 7.35 µM. 0.4% of 360,000 active. AID 588664; in the data active means inhibition above about 5%, passing the limit was not always enough
CSN deneddyl inh – CSN deneddylation inhibition; Q92905; Purified CSN, SCF-Nedd8-OG deneddylation, fluorescence polarization; inhibition, % at 12.5 µM; 0.38% of 360,000 active; AID 651999;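 active means pattern-corrected inhibition above about 35%, with an unprinted fluorescence ratio check between 0.5 and 1.5, limit read from the data, passing the limit was not always enough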;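 further: 0% = enzyme with substrate and 100% = substrate without enzyme; some results filed as inactive read as strong as hits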
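Schedule: reaction 90 min, room temperature / Assay system: HEK293T-derived human Csn5 enzyme / Input: Csn5 at 0.24 nM final / Measure: inhibition of Csn5 cleavage, % / Control set: substrate-only high control, full reaction low control / Technique: fluorescence polarization of the substrate / Buffer or medium: Tris/NaCl/DTT buffer, pH 7.5 / Reagent: SCFSkp2-Nedd8OG substrate at 10 nM final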
E coli Lon inh – inhibits E. coli Lon protease; P0A9M0; purified E. coli Lon protease, fluorescence polarization; inhibition, % at 7.94 µM; 0.42% of 360,000 active; AID 602123; in the data active means inhibition above about 13%, passing the limit was not always enough;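 further: 0% = enzyme with probe and DMSO and 100% = no enzyme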
MLLE-PAM2 inh – inhibitors of microRNA-mediated deadenylation, human PABP1 MLLE binding; P11940; GST-MLLE / FITC-PAM2 fluorescence polarization; inhibition, % at 20 µM; 0.36% of 360,000 active; in the data active means inhibition above about 35%, passing the limit was not always enough;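 further: plate controls were DMSO wells with GST-MLLE for no effect and wells lacking GST-MLLE protein for full effect; some results filed as inactive read as strong as hits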
* = called active by the depositor; i = inactive.

Structure | E coli Lon inh | CSN deneddyl inh | Tb MetRS inh | FAS-TE inh | MsrA inh | Rin1-Abl PPI inh | Neddyl block | MsrA act | MLLE-PAM2 inh
C=C(C)c1cccc(C(C)(C)NC(=O)N2CCCC(C(N)=O)C2)c1 (configuration not stated) | -2 | -9 | -1.2 | -5 | 0.1 | 0 | i | -3 | -8
O=C(O)/C=C/C(=O)NCCNc1ncc(C(F)(F)F)cc1Cl | 0 | 5 | -1.4 | 11 | -0.2 | 2 | i | -9 | -3
Cc1ccc(NC(=O)N2CCC(C(=O)NCCC3=CCCCC3)CC2)cc1 | 4 | -1 | -0.3 | -6 | -0.2 | -2 | i | -9 | 10
Cc1nc(C)n(CC(C)C(=O)N2CCN(S(=O)(=O)c3ccccc3)CC2)n1 (configuration not stated) | 2 | 6 | 1.4 | -3 | 1.4 | 6 | i | -1 | 0
Cc1ccc(N2C(=O)N(CC(=O)Nc3ccccc3C(F)(F)F)C(=O)C2C)cc1 (configuration not stated) | -15 | -3 | -0.1 | -2 | -0.1 | 1 | i | -2 | 4
O=C(CCN1C(=O)COc2ccccc21)NCc1ccco1 | -9 | 2 | -0.1 | -5 | -0.4 | 0 | i | -1 | 4
Cc1ccc2nc(N)nnc2c1 | 5 | 4 | -0.1 | -9 | -0.3 | -3 | i | -4 | 0
Cn1c(=O)oc2cc(S(=O)(=O)NCCC(=O)N3CCN(c4ccccc4)CC3)ccc21 | -4 | 5 | 0.1 | -2 | 0.6 | 3 | i | -2 | 2
O=C(NCCCn1ccnc1)C(=O)NCC(c1ccco1)N1CCN(c2ccccc2)CC1 (configuration not stated) | -8 | 3 | -1.0 | -6 | -1.6 | -2 | i | -6 | -4
O=C(COc1ccc([N+](=O)[O-])cc1)Nc1ccc(NC(=O)c2ccccc2)cc1 | -5 | 4 | 0.1 | 1 | -0.1 | -3 | i | -4 | 5
CCc1c(C)nc2cc(-c3ccc(Cl)cc3)[nH]n2c1=O | -8 | -3 | 0.3 | -1 | -1.4 | 2 | i | -2 | -3
CCCCn1c(N)c(N(CCOC)C(=O)c2cc(S(=O)(=O)N3CCCCC3)ccc2C)c(=O)[nH]c1=O | 2 | 2 | 0.0 | -8 | -0.2 | 0 | i | -2 | -41
O=C(COc1cccc(Cl)c1Cl)Nc1ccc2c(c1)CCC2 | -8 | -7 | 0.0 | 1 | -0.8 | -3 | i | -5 | -2
CN1CCCN(Cc2nc(-c3ccc(Cl)cc3)no2)CC1 | 5 | -5 | -0.2 | -2 | -0.8 | 3 | i | -3 | -6
O=C(O)CSCc1nc2scc(-c3ccccc3)c2c(=O)[nH]1 | -7 | 13 | -0.7 | -3 | -1.0 | 1 | i | 0 | 7
O=C(COC(=O)Cc1ccc(-c2ccccc2)cc1)NCc1ccccc1 | 1 | 1 | -0.1 | 4 | -1.1 | 2 | i | -2 | -30
Cc1cc(Br)ccc1NC(=O)CN(C)C(=O)c1ccc2ccccc2n1 | -14 | 0 | -0.4 | -1 | 1.1 | 2 | i | -3 | -10
CC1CCc2cc(F)ccc2N1C(=O)CSc1nnc2c3ccccc3n(C)c2n1 (configuration not stated) | -8 | -1 | -1.8 | 2 | -1.2 | -3 | i | -2 | 22
CCCC1(c2ccccc2)NC(=O)N(CC(=O)Nc2ccc(N3CCOCC3)cc2)C1=O (configuration not stated) | -5 | -1 | 0.0 | -4 | 0.2 | 2 | i | 1 | -9
O=C(COc1ccc(S(=O)(=O)NC2CCCCC2)cc1Cl)NCC1CCCO1 (configuration not stated) | -4 | -1 | -0.1 | 0 | 0.2 | 2 | i | -1 | -4
COc1cc(OC)cc(-c2c(-c3ccc(F)cc3)c3cc(-c4ccc(OC)nc4)ccc3n2C)c1 | -6 | -2 | -0.2 | 35 | -0.6 | 2 | i | -1 | -3
O=C(NCCCN1CCOCC1)c1ccc(Sc2cccc(Cl)c2)c([N+](=O)[O-])c1 | -10 | 1 | -0.9 | 3 | 0.6 | -3 | i | -4 | -6
O=C(c1ccc(F)cc1)C1CCN(C(=O)Nc2ccc(F)cc2)CC1 | 7 | 1 | -0.3 | -2 | 0.0 | -3 | i | -4 | 3
O=C(Nc1cccc(S(=O)(=O)N2CCCCCC2)c1)c1ccc(=O)[nH]c1 | -7 | -1 | -0.3 | -2 | -0.1 | 0 | i | 4 | 13
CCN1CCN(C(=O)/C=C/c2ccc(C)cc2)CC1 | 3 | 1 | -0.3 | -5 | -0.2 | -1 | i | -5 | -80
C=CCSc1nc2c(c(=O)n(C)c(=O)n2C)n1CC | -9 | 0 | -0.2 | -6 | 0.4 | 3 | i | -2 | 8
Cc1cc(C)c(C#N)c(Nc2ccc3c(c2)OCCO3)n1 | -2 | 1 | -0.2 | 0 | -0.7 | 2 | i | -7 | 3
CNc1ccc(C(=O)OCC(=O)NC(=O)NC2CCCC2)cc1[N+](=O)[O-] | 2 | 3 | -0.2 | -2 | 1.0 | 1 | i | -3 | 3
Cc1ccc(S(=O)(=O)Nc2cc(S(=O)(=O)N3CCCCC3)ccc2N2CCOCC2)cc1 | 5 | -15 | -0.7 | 0 | 1.3 | -1 | i | -2 | -1
COc1ccc(NCc2nnc(SCc3ccccc3)n2-c2ccc(OC)cc2)cc1 | -3 | -2 | -0.1 | 3 | 0.3 | 3 | i | 5 | -13
CCOC(=O)C(=Cc1cc(=O)c(OC)co1)C(=O)OCC | 8 | -2 | -0.3 | -10 | -1.0 | -2 | i | -1 | 13
COC(=O)c1ccc(CSc2nc(C(F)(F)F)c3c(c2C#N)CCC3)o1 | -8 | -1 | -0.9 | 33 | 0.8 | 3 | i | -2 | -3
COc1ccc(CNC(=O)c2ccc(CS(=O)Cc3cccc(Cl)c3)o2)cc1 (configuration not stated) | -16 | 0 | 0.2 | -5 | -0.9 | -2 | i | -9 | 16
CCC(C)(C)NC(=O)c1ccc(S(=O)(=O)N2CCCCCC2)cc1 | 1 | -5 | -0.9 | 2 | 0.1 | 0 | i | -8 | 5
O=c1oc2ccccc2c(NCc2ccccc2)c1[N+](=O)[O-] | -7 | 2 | 0.2 | 8 | 5.8* | 0 | i | -6 | -10
COc1ccc(C(=O)Cn2cnc3ccccc3c2=O)cc1OC | 1 | -1 | -0.8 | -6 | 0.0 | 1 | i | 0 | -4
CN(CCn1ccnc1)Cc1cn(Cc2ccccc2)nc1-c1ccc2c(c1)OCO2 | -5 | 5 | -0.5 | -4 | -0.6 | 0 | i | -7 | 19
O=C(CN1CCN(c2ncc(C(F)(F)F)cc2Cl)CC1)Nc1ccc2c(c1)OCO2 | 4 | 4 | -0.2 | 20 | 2.1 | 3 | i | -2 | 11
Cc1ccc(NS(=O)(=O)c2ccc(CCC(=O)NCCCOC(C)C)cc2)cc1 | 1 | 1 | 0.1 | -8 | -0.8 | -2 | i | -4 | 3
CC1(C)CC(=O)C(C=NCc2ccccn2)=C(O)C1 | -2 | 3 | -0.1 | -8 | -0.3 | -3 | i | -3 | 15
CCC(C)c1ccccc1N1CC(C(=O)Nc2cc(S(=O)(=O)N3CCOCC3)ccc2OC)CC1=O (configuration not stated) | 0 | 1 | 0.1 | 2 | -0.6 | 0 | i | 1 | 1
CCc1nc(SC)[nH]c(=O)c1C | 1 | -2 | 2.0 | -6 | 0.1 | -2 | i | -4 | 2
CC(NC(=O)c1ccco1)C(=O)OCc1cccc(Cl)c1 (configuration not stated) | -2 | -3 | 0.1 | -6 | -0.1 | -4 | i | -3 | -8
COc1ccc(-c2cn[nH]c2-c2ccc(OCc3ccccc3F)cc2O)cc1OC | 5 | 2 | -0.9 | -14 | -0.5 | -1 | i | 0 | -4
CCOC(=O)/C(C#N)=C\c1cn(C)c2ccccc12 | 1 | 0 | -0.6 | 19 | -0.8 | -4 | i | -2 | -1
Cc1cc(C)cc(NC(=S)N2CCN(S(C)(=O)=O)CC2)c1 | -5 | 0 | -0.4 | -7 | 0.3 | -1 | i | -4 | -54
C=C(C(=O)c1ccccc1)C(CC(=O)c1ccccc1)c1ccccc1 (configuration not stated) | -5 | -7 | -0.5 | -10 | 0.1 | -3 | i | -1 | -6
Clc1ccc(-c2csc3ncnc(N4CCc5ccccc5C4)c23)cc1 | 3 | -4 | -1.5 | 25 | -0.3 | 2 | i | -6 | 2
Cc1ccc(N2CC(NS(=O)(=O)c3cccnc3)CC2=O)cc1C (configuration not stated) | -2 | -3 | 0.1 | -5 | 0.2 | 1 | i | -1 | -1
CN1CCCCC1=NCCCn1cnc2c1c(=O)n(C)c(=O)n2C | -4 | -1 | -0.6 | -9 | 1.1 | 1 | i | -2 | 3

Ordered by value in Rin1-Abl PPI inh (highest first): some entries from above.
SMILES,E coli Lon inh,CSN deneddyl inh,Tb MetRS inh,MsrA inh,Rin1-Abl PPI inh,Neddyl block,MsrA act,MLLE-PAM2 inh
Clc1ccc(-c2csc3ncnc(N4CCc5ccccc5C4)c23)cc1,3,-4,-1.5,-0.3,2,i,-6,2
COc1ccc(-c2cn[nH]c2-c2ccc(OCc3ccccc3F)cc2O)cc1OC,5,2,-0.9,-0.5,-1,i,0,-4
CCOC(=O)/C(C#N)=C\c1cn(C)c2ccccc12,1,0,-0.6,-0.8,-4,i,-2,-1

Additional results follow.
Structure | E coli Lon inh | CSN deneddyl inh | Tb MetRS inh | FAS-TE inh | MsrA inh | Rin1-Abl PPI inh | Neddyl block | MsrA act | MLLE-PAM2 inh
COc1ccc(C(=O)N2CCCN(C)CC2)cc1S(=O)(=O)N(C)Cc1ccccc1 | -3 | 0 | -0.2 | -4 | 1.1 | 5 | i | -3 | 2
Nn1c(Cc2ccccc2)nc2cc(Cl)ccc2c1=O | 1 | -3 | -0.9 | 2 | -0.5 | 1 | i | 1 | -11
COc1ccc(C(=O)NC(=S)Nc2ccc3[nH]c(=O)[nH]c3c2)cc1 | -12 | -1 | -0.6 | -1 | 0.4 | 1 | i | -4 | 22
O=C(COC(=O)c1cccc(S(=O)(=O)N2CCCC2)c1)c1ccc(F)cc1 | -2 | 5 | -0.3 | 9 | -0.5 | -1 | i | -2 | -10
Cc1cccc(NC(=O)c2ccc(N3CCCCC3)c([N+](=O)[O-])c2)n1 | 10 | -5 | -0.5 | 14 | 0.8 | -3 | i | -5 | -7
O=S(=O)(c1cccc(F)c1)N1CCN(C(=S)NCC2CCCO2)CC1 (configuration not stated) | -1 | 3 | -0.3 | -3 | -0.5 | 0 | i | -5 | -119
COc1cc(NC(=O)CSc2nc3c(C)ccc(C)c3cc2C)c(C(=O)O)cc1OC | 9 | -12 | -0.1 | -4 | 1.1 | -3 | i | -2 | 0
Oc1ccccc1C1NN=C(c2ccccc2)S1 (configuration not stated) | -2 | 0 | -1.4 | 6 | 0.3 | 0 | i | -4 | 27
O=C1OCc2cc(NC(=O)C3CCCO3)ccc21 (configuration not stated) | 2 | -2 | -0.9 | -11 | 0.7 | 3 | i | -7 | -4
CC(C)c1ccc(NC(=O)CCCC(=O)NCCc2ccccc2)cc1 | 9 | 1 | -2.4 | 7 | 1.2 | -1 | i | -11 | -5
O=C(N/N=C/c1cccc([N+](=O)[O-])c1)c1ccc(COc2ccccc2-c2ccccc2)cc1 | -1 | -15 | 0.0 | 29 | 1.9 | -2 | i | -4 | 12

Screening data: PubChem BioAssay, several laboratories
